# Assay outcomes as filed in PubChem.
# ASAP1 inh – inhibitors of human ASAP1 ArfGAP activity | Q9ULH1 | ASAP1-stimulated ARF1 GTP hydrolysis, GDP FP detection | inhibition, % at 16.5 µM | 360,000 compounds, 0.19% hits; in the data active = inhibition above about 25%;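 also: 0% = vehicle with enzyme and substrate and 100% = no enzyme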
# ADAM10 inh – inhibitors of human ADAM10; AID 720582; recombinant ADAM10, EDANS/DABCYL FRET peptide cleavage, 3 h; inhibition, % at 7 µM; 370,000 compounds, 0.62% hits;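 active = inhibition above a per-campaign cutoff equal to the mean of compounds falling between control-based bounds plus 3 SD, cut at about 20% in these data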;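 also: 0% = DMSO wells while the 100% control is not disclosed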
# FXN GAA850 act – frataxin GAA850 promoter activation; HEK293 lucGAA850 FXN promoter luciferase reporter, 24 h; percent of 10 µM SAHA response; AID 540364; activation, % at 6 µM; 360,000 compounds, 0.56% hits;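 active = activation above the average of all compounds screened plus 3 SD, cutoff fixed separately per campaign, cut at about 7.5% in these data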;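 also: 0% = DMSO wells and 100% = 10 µM SAHA wells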
# NPR2 activator – GC-B (human) receptor activation | 370,000 compounds, 0.11% hits | activation, % at 10 µM | HEK293-GC-B cells, CNP EC30, cGMP TR-FRET; 0% at EC30 CNP, 100% saturating CNP | AID 1920062;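 active = activation at 10 µM reaching about 35% in either raw or pattern-adjusted values, limit read from the data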
# ARFGAP1 inhibitor – rat ARFGAP1 inhibition; Arfgap1-stimulated ARF1 GTP hydrolysis, GDP FP detection; AID 651572; 360,000 compounds, 0.26% hits; inhibition, % at 16.5 µM; Q62848;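 active = inhibition above a per-plate limit, mean inhibition of low control wells plus 3 SD, cut at about 25% in these data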;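 also: 0% = DMSO wells with enzyme and 100% = wells lacking Arfgap1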
#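 Material: truncated rat Arfgap1 GAP domain; Incubation: compound-enzyme preincubation 20 min, reaction 120 min, detection 60 min, 25 °C; Read-out: percent inhibition of Arfgap1-stimulated GTP hydrolysis; Technique: FP, GDP Alexa 633 tracer displaced from anti-GDP antibody, 620/688 nm; Controls: No-Arfgap1 wells (100%) versus DMSO full-reaction wells (0%); Replication: single well per compound.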
# Tn6 DDE FP – disrupts Tn6 cyclic peptide binding to fibrin D-Dimer-E complex; P02675; Fibrin DD(E) TRITC-Tn6 fluorescence polarization displacement; inhibition, % at 8.3 µM; 370,000 compounds, 0.21% hits; AID 720509;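 active = inhibition above a per-campaign cutoff: mean of compounds within control limits plus 3 SD, cut at about 15% in these data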;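 also: 0% = median of all compound wells on the plate and 100% = blocking peptide control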
# Target sequence (P02675 whole entry, looked up): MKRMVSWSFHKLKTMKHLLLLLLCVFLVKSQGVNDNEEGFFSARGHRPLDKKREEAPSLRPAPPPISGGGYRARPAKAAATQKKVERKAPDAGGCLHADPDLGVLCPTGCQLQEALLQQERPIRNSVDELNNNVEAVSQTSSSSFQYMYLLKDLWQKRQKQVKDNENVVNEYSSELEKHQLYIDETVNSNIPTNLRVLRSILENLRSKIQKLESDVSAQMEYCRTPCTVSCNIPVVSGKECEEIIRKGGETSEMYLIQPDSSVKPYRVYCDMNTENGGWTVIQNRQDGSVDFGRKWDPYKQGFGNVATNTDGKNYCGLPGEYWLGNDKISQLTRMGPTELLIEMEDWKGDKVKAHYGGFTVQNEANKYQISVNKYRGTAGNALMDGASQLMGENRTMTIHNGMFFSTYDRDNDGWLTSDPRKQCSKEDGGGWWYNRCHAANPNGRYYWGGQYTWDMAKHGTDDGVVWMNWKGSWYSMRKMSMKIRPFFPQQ
# rCAG RNA binder – molecules binding r(CAG) RNA repeats | inhibition, % at 3 µM | 370,000 compounds, 1.3% hits | r(CAG) RNA repeat, TO-PRO-1 dye displacement fluorescence;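 active = inhibition above the plate cutoff, the mean of all test compounds on that plate plus 3 SD, cut at about 35% in these data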;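 also: 0% = DMSO alone and 100% = 100 µM mitoxantrone as full dye displacement; higher means more dye released from RNA so lower well fluorescence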
# proKLK7 act – activates the human kallikrein-7 zymogen | purified proKLK7, EDANS-DABCYL substrate fluorescence; 100% is mature enzyme control, 0% vehicle | AID 652039 | activation, % at 7 µM | 370,000 compounds, 0.9% hits;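 active = activation above the mean of all tested compounds plus 3 SD, computed per campaign excluding outliers beyond control limits, cut at about 13% in these data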
# GC-A act – GC-A (human) enzyme activation; HEK293 GC-A cells, cGMP TR-FRET, EC30 ANP; 0% at EC30 ANP, 100% saturating ANP; P16066; activation, % at 10 µM; 370,000 compounds, 0.14% hits; in the data active = activation above about 40%
# HGIII-sPLA2 inh – Inhibits HGIII-sPLA2 liposome hydrolysis, primary screen; Q9NZ20; QFRET BODIPY PC-A2 liposome hydrolysis, fluorescence; inhibition, % at 12.2 µM; 370,000 compounds, 0.56% hits; AID 743126;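 active = inhibition above mean plus 3 SD of compounds lying within the high and low control bounds, cut at about 19% in these data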;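 also: 0% = median of test compound wells and 100% = no enzyme DMSO wells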
# Target sequence (Q9NZ20 whole entry, looked up): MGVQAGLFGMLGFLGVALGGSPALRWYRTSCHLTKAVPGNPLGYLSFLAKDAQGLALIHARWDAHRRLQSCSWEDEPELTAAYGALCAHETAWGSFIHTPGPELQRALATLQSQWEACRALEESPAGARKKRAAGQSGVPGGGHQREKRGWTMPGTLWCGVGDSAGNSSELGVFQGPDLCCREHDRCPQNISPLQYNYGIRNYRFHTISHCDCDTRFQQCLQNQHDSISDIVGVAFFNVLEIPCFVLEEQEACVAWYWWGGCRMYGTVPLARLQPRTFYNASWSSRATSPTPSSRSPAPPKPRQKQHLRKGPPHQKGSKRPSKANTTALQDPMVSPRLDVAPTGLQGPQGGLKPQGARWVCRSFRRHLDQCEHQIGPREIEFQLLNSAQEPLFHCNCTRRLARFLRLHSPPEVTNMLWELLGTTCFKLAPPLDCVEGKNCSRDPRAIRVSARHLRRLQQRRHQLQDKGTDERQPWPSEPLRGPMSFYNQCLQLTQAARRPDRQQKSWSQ
# The depositor's hits bear a star; / = no result given.
SMILES,ASAP1 inh,ADAM10 inh,FXN GAA850 act,NPR2 activator,ARFGAP1 inhibitor,Tn6 DDE FP,rCAG RNA binder,proKLK7 act,GC-A act,HGIII-sPLA2 inh
COc1ccc(N2CCN(C(=O)Cn3nnc(-c4ccc(OC)c(OC)c4)n3)CC2)cc1,12.8,-10.9,-0.8,1.4,-1.0,-6.3,-5.6,0.1,1.0,-43.7
O=[N+]([O-])c1cccc(-c2nnc(-c3ccc4c(c3)OCO4)o2)c1,4.0,-19.1,5.5,-3.9,14.5,-5.2,2.8,-0.6,-5.5,2.8
COc1ccc(S(=O)(=O)Nc2cccc3c2O[C@H](CN(C)C(=O)NC(C)C)[C@@H](C)CN([C@H](C)CO)C3=O)cc1,-0.2,4.0,0.7,3.2,-8.2,2.6,-3.2,0.4,-2.1,0.7
Cc1nc(NCC2CCCO2)c2nnn(Cc3c(F)cccc3Cl)c2n1 (stereo not given),12.7,-0.6,-0.9,6.0,11.4,3.4,-4.4,-0.7,7.6,-0.1
COc1ccc2nc(NC(=O)C3CCCN(S(=O)(=O)c4c(C)noc4C)C3)sc2c1 (stereo not given),-4.7,-8.6,-1.4,-6.3,1.9,10.1,2.5,-0.2,16.3,8.8
COCCNC(=O)C1(C)CCCN(C(=O)c2ccc(C(F)(F)F)cc2)C1 (stereo not given),-18.5,-10.2,-0.3,0.7,-6.2,4.8,-0.2,0.1,0.9,9.4
CCCN1CCN(c2ncnc3scc(C4COc5ccccc5O4)c23)CC1 (stereo not given),-7.6,-2.6,-1.8,-3.6,5.5,7.7,-8.4,0.2,3.9,-1.1
CCOC(=O)C1=C(N)c2ccccc2CC1C1CCCC1 (stereo not given),-2.0,1.2,0.5,-0.4,-0.8,-4.3,-0.9,0.0,1.0,-9.0
COc1ccc(CCCc2nnc(SCC(=O)N/N=C\c3ccc(O)c(OC)c3)o2)cc1C,-8.8,0.6,0.3,-1.0,-4.7,12.5,1.4,0.1,-7.3,-21.3
O=C(Nc1ccccc1)c1ccccc1Br,0.1,1.3,-2.0,1.3,8.2,-1.6,2.1,-0.9,2.6,0.6
O=C(NC1CCCCCC1)C(=S)NC1CCCCC1,-4.3,3.0,0.4,7.7,5.7,3.5,2.6,0.1,-1.0,1.4
COc1ccc(/C=N/NC(=S)Nc2ccccc2)cc1COc1ccc(F)cc1,4.1,4.4,-2.1,1.1,9.1,-5.2,6.7,0.0,-2.2,-0.9
CCOC(=O)C1CCN(C(=O)c2sc3ncnc(N4CCC(C)CC4)c3c2C)CC1,3.0,5.5,2.0,-3.8,-3.4,-1.7,-9.4,0.6,0.1,-2.5
Cc1c(C(=O)Nc2c(F)cccc2F)sc2ncn(CC(=O)N3CCCCC3)c(=O)c12,-3.2,-4.7,3.6,2.1,-8.6,5.0,6.0,0.6,1.8,-3.7
COc1cc2c(cc1OC)CN(C(=O)c1cc(S(=O)(=O)N3CCOCC3)ccc1Cl)CC2,4.7,-1.9,3.9,-1.3,1.9,-9.6,-0.6,0.0,-0.3,-1.1
Cc1nnc(SCC(=O)NN2C(=O)NC3(CCCCC3)C2=O)s1,-0.2,-8.3,0.0,-2.8,-9.1,-0.6,0.0,-0.5,0.5,8.2
Cc1ccc(S(=O)(=O)N2CCN(C(=O)Cn3nc(C)c([N+](=O)[O-])c3C)CC2)c(C)c1,13.0,-13.1,0.1,-1.9,0.4,-11.0,-1.6,-0.3,-0.8,-4.0
Cc1ccc(S(=O)(=O)N(C)C)cc1NC(=O)COC(=O)COc1ccc2c(C)cc(=O)oc2c1,-6.1,-434.6,2.0,-4.8,-7.0,4.2,3.3,5.9,-1.7,-0.5
COc1ccc(C(=O)CCC(C)(C)[N+](=O)[O-])cc1OC,-12.2,-5.2,1.8,3.4,-10.3,-7.6,-4.7,-0.1,7.7,-0.3
CC(C)n1nc(C(=O)Nc2nnc(SCc3c(Cl)cccc3Cl)s2)c2ccccc2c1=O,-7.4,0.8,-1.2,0.5,1.1,-0.8,-1.1,0.9,5.4,2.8
Cc1ccccc1NC(=O)Cc1nc(COC(=O)C(C)C)cs1,8.4,-3.5,1.1,1.9,1.6,-12.2,-3.1,-0.2,3.0,-22.4
COc1ccc(N2CCN(S(=O)(=O)CCNC(=O)c3cc(=O)c4ccccc4o3)CC2)cc1,4.9,-5.2,1.5,-1.8,9.2,5.8,-1.7,-0.5,-4.0,6.2
Cc1ccc(S(=O)(=O)NC(=O)c2ccccc2F)cc1,-9.8,-8.9,-0.1,10.0,-3.7,6.5,-2.9,-0.6,2.1,10.9
Cc1nn(-c2ccccc2)c(C)c1/C=N/Nc1nc2ccccc2[nH]1,-0.1,7.1,5.5,2.2,11.0,-5.8,5.0,-0.9,1.2,19.1
O=C(c1cccc(N2C(=O)C3CC=CCC3C2=O)c1)N1CCCc2ccccc21 (stereo not given),8.9,3.5,2.0,2.2,0.0,6.3,0.5,0.1,-1.1,-2.0
CCCC(=O)Nc1cc(-c2nn(C)c(=O)c3ccccc23)ccc1N1CCCCC1,0.2,-4.2,2.0,0.0,7.9,9.3,-1.1,0.5,-1.8,3.5
CCOC(=O)c1cc(-c2csc(-c3cccc(Cl)c3)n2)on1,4.0,0.7,0.4,0.5,6.7,10.0,1.6,0.3,19.4,1.4
CC(C)Sc1nc(-c2cccs2)nc2cc(Cl)ccc12,-14.3,-6.8,/,-7.4,3.0,10.2,1.3,0.0,-2.8,5.6
CCOC(=O)c1c(NC(=O)COC(=O)c2nccnc2N)sc2c1CCC2,4.9,-163.0,1.0,-5.4,9.3,-3.4,2.9,10.6,0.6,12.1
CCc1ccc(N2CCN(CCNC(=O)Nc3ccc(OC)cc3)CC2)cc1,-4.4,-2.4,2.7,-0.8,-4.2,10.1,-4.4,0.3,1.0,5.9
COc1ccccc1/C=C/C(=O)OCCCN(C)C,15.7,-129.1,0.2,8.1,-4.9,-7.8,3.3,2.5,0.9,-2.8
COC(=O)[C@]12C[C@H](CC(=O)NCCc3ccccc3OC)C(=O)N(Cc3ccc4c(c3)OCO4)C1=C[C@H](C(C)C)O[C@@H]2C1CC1,/,3.4,/,-12.9,/,-5.1,7.3,1.2,-8.1,1.2
NC(=O)COc1ccc(NC(=O)c2ccccc2-c2ccccc2)cc1,0.3,9.2,-1.2,2.0,-0.1,-0.7,-0.9,-0.3,-0.4,-3.1
N#Cc1c(-c2ccco2)nc(NCC2CCCO2)[nH]c1=O (stereo not given),2.7,4.3,-1.1,5.9,8.7,0.2,3.5,0.2,5.5,5.2
CC(=O)Nc1ccc(S(=O)(=O)NC(C)CCc2ccccc2)cc1 (stereo not given),2.0,2.8,0.5,3.8,1.2,6.2,-2.3,-0.7,-5.8,-4.3
CCOC(=O)C1CCCN(C(=O)c2ccc(OCC)cc2)C1 (stereo not given),5.2,-3.7,0.5,0.2,6.0,1.4,-6.1,0.3,2.6,1.7
COc1ccc(S(=O)(=O)N2CCN(Cc3cccc(Cl)c3)CC2)cc1,-9.1,10.4,-0.3,0.4,-14.2,7.8,1.5,0.4,5.8,-8.0
COC(=O)C1=CN(C2CC2)C=C(C(=O)OC)C1c1ccc(C(=O)OC)cc1,-6.0,-473.4,0.8,-10.3,-0.2,-6.7,1.9,3.5,-10.2,2.8
CCCN(CCC)c1cc(Cl)nc(N)n1,-8.3,9.8,2.0,-2.3,-0.2,1.3,-0.1,-0.3,3.8,14.8
COc1ccc(CNC(=O)CN(C)S(=O)(=O)c2ccc(Br)s2)cc1,-4.4,-3.6,0.3,1.5,-6.6,-3.7,-1.9,-0.3,2.9,-8.1
CCOc1ccccc1NC(=O)c1ccc(OCC)c([N+](=O)[O-])c1,3.5,-1.3,2.7,-7.2,-2.4,2.4,-1.8,0.1,0.4,0.1
O=C(c1ccccc1Oc1ccccc1)N1CCC(Oc2cccnc2)CC1,/,-3.5,/,5.0,/,2.5,0.4,0.1,-0.2,5.4
CCc1onc(C)c1C(=O)Nc1cc(C)ccc1OC,2.6,8.8,-2.6,3.4,-3.7,-0.2,0.2,-0.1,-0.5,1.0
N/C(=N\OC(=O)CC1CCCCC1)c1ccc(Br)cc1,-4.7,-3.1,-1.1,3.5,1.0,2.4,-3.0,-0.1,3.9,6.8
COC(=O)CCCC1=CC2=C(c3ccccc3)C(=O)C(C)(OC(=O)C3CCCC3)C(=O)C2=CN1CCc1ccccn1 (stereo not given),-7.6,-2.4,0.7,-0.9,-13.6,-2.8,-1.2,0.3,-1.0,-7.8
Cc1ccc([C@H]2C[C@H](n3cc(COC(=O)c4ccccc4)nn3)[C@@H](O)CN2C(=O)c2cccs2)cc1,6.5,-0.1,0.2,-3.5,1.4,-15.5,4.9,0.3,-0.9,-8.7
COC(=O)CN1C(=O)C(O)(CC(=O)c2ccc(Cl)cc2)c2ccccc21 (stereo not given),-0.1,-6.3,-0.8,-6.4,-10.3,-1.8,-0.8,0.6,2.0,7.2
CCn1ccnc1CN1CCC(n2nccc2NC(=O)CCc2ccccc2)CC1,-0.5,6.9,1.1,6.2,0.9,3.2,-4.5,-0.3,-0.3,-0.1
CC(C)(C)NC(=O)CN(Cc1cccnc1)C(=O)c1csnn1,5.3,2.3,-1.2,4.2,7.2,-3.2,2.5,0.6,1.8,2.6
Cc1cccc(NC(=O)COc2cccc3c2CCN(Cc2ccccc2)C3=O)c1C,-18.0,6.9,2.8,-0.4,7.3,4.6,4.2,0.0,1.9,4.9

# 4 records picked at random from those above, as already listed:
SMILES,ASAP1 inh,ADAM10 inh,FXN GAA850 act,NPR2 activator,ARFGAP1 inhibitor,Tn6 DDE FP,rCAG RNA binder,proKLK7 act,GC-A act,HGIII-sPLA2 inh
CCn1ccnc1CN1CCC(n2nccc2NC(=O)CCc2ccccc2)CC1,-0.5,6.9,1.1,6.2,0.9,3.2,-4.5,-0.3,-0.3,-0.1
CC(C)(C)NC(=O)CN(Cc1cccnc1)C(=O)c1csnn1,5.3,2.3,-1.2,4.2,7.2,-3.2,2.5,0.6,1.8,2.6
Cc1cccc(NC(=O)COc2cccc3c2CCN(Cc2ccccc2)C3=O)c1C,-18.0,6.9,2.8,-0.4,7.3,4.6,4.2,0.0,1.9,4.9
O=C(c1ccccc1Oc1ccccc1)N1CCC(Oc2cccnc2)CC1,/,-3.5,/,5.0,/,2.5,0.4,0.1,-0.2,5.4

# The list continues.
SMILES,ASAP1 inh,ADAM10 inh,FXN GAA850 act,NPR2 activator,ARFGAP1 inhibitor,Tn6 DDE FP,rCAG RNA binder,proKLK7 act,GC-A act,HGIII-sPLA2 inh
CCC1CCCCN1C(=O)c1noc(C(C)C)c1[N+](=O)[O-] (stereo not given),-15.5,-6.2,0.3,-0.4,-7.0,6.6,-4.5,-1.1,0.5,1.9
Cc1ccccc1Sc1ccc(N)cn1,-5.0,-5.6,1.2,0.7,-0.1,-3.5,3.5,0.5,-3.3,0.4
CC1(C)Cc2nc(-c3ccccc3)nc(SCC(O)CO)c2CO1 (stereo not given),3.8,-3.0,1.2,-7.6,-9.9,0.4,-4.2,-0.2,-4.7,6.5
c1ccc(CNc2nc(NCc3ccccc3)c3sccc3n2)cc1,5.8,6.5,10.2*,5.1,3.0,-3.8,1.6,1.0,-1.1,-17.1
Cc1ccc(-n2c(-c3nn(C)c(C)c3Cl)n[nH]c2=S)cc1,8.2,3.6,0.0,-3.5,7.6,-1.3,7.7,-0.3,0.5,8.5
